LEDGF integ inh: blockers of LEDGF/p75-dependent integrase strand transfer – biochemical, TR-FRET, high throughput, primary screen; HIV-1 integrase (with human LEDGF/p75); TR-FRET IN-LEDGF/p75 DNA integration, Eu/Cy5; inhibition, % at 3.7 µM; actives 0.64% (n = 370,000); AID 743269, 2014;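 active = inhibition above the screen-wide mean plus 3 SD, cut at about 13% in these data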;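 note: signal is the Cy5 over europium emission ratio at 671 and 618 nm; 0% = plate median of compound wells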
TCR-CD3 inh: inhibitors of human TCR-CD3 interaction, primary screen, biochemical, fluorescence, TAMRA-labeled TCR probe | T-cell receptor (TCR) | inhibition, % at 9.4 µM | actives 0.37% (n = 360,000); in the data active = inhibition above about 19%;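 note: recombinant mutant TCR 2C K166C tagged with TAMRA read by polarization; 0% = receptor in buffer alone and 100% = receptor with positive control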
UHRF1 MBD2 ctr: UHRF1 methylated DNA binding inhibitors, primary screen, counter-screen for MBD2 inhibitor project, biochemical, TR-FRET, human UHRF1, single concentration | actives 0.75% (n = 370,000) | inhibition, % at 4.4 µM | UHRF1 binding to methylated oligo | AID 687016, 2013 | E3 ubiquitin-protein ligase UHRF1 (Homo sapiens), Q96T88; in the data active = inhibition above about 21%;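 note: UHRF1 SRA domain binding a hemimethylated CpG hairpin DNA probe; 0% = median of test compound wells and 100% = reference inhibitor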
TDP2 absorb: human TDP2 enzyme inhibitors, primary screen, biochemical, epi absorbance, recombinant enzyme | Tyrosyl-DNA phosphodiesterase 2 (Homo sapiens), O95551 | T5PNP hydrolysis, p-nitrophenol absorbance 415 nm | inhibition, % at 12.8 µM | actives 0.34% (n = 370,000) | AID 720702, 2013;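 active = inhibition above the mean of all tested compounds plus 3 SD, set per campaign, cut at about 25% in these data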;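 note: 0% = DMSO with enzyme and 100% = buffer with substrate but no TDP2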
Target sequence (O95551 whole entry, looked up): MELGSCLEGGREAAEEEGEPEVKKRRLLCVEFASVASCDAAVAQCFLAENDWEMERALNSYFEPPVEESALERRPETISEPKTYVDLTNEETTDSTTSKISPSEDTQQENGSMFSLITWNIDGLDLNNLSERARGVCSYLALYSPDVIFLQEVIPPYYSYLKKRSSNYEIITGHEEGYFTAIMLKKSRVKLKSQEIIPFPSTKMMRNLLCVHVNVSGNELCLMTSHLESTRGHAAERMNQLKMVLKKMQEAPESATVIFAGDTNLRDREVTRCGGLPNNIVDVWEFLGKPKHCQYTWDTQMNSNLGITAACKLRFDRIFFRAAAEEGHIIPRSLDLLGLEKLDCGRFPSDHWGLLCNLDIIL
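System – recombinant human TDP2 · Amount – 120 nM TDP2 per well · Buffer or medium – Mg2+-containing Tris-HCl buffer, pH 7.5 · Reagent – T5PNP substrate, 5 mM · Dosing – 12.8 µM single point, 1% DMSO · Incubation – 2 h at 37 °C · Measured by – epi absorbance · Read-out basis – percent inhibition · Benchmarks – high control without enzyme, low control DMSO plus TDP2 · Repeats – singlicate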
PRMT1 inh: PRMT1 methyltransferase inhibitors, primary screen, biochemical, fluorescence polarization. recombinant PRMT1, activity-based probe fluorescence polarization. Protein arginine N-methyltransferase 1 (Homo sapiens), Q99873. actives 1.3% (n = 370,000). AID 652257, 2013. inhibition, % at 2.79 µM;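 active = inhibition above about 21% made by adding two undisclosed values, limit read from the data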
Target sequence (Q99873 whole entry, looked up): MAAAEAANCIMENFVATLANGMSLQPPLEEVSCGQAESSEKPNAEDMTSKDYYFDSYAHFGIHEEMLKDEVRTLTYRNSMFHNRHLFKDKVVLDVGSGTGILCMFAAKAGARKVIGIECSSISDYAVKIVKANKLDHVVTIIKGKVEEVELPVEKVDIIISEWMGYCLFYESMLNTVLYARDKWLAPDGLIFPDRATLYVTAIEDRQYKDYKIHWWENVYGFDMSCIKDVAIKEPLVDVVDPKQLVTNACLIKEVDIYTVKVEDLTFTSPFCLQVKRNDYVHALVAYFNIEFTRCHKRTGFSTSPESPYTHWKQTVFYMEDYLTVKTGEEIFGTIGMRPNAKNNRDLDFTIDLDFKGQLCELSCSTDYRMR
SIAE primary: human SIAE inhibitors, primary screen, biochemical, fluorescence polarization, FP-Rh probe, 1536-well HTS; Sialate O-acetylesterase (Homo sapiens), Q9HAT2; inhibition, % at 9.66 µM; actives 0.69% (n = 370,000); SIAE FP-Rh probe binding;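 active = inhibition above a cutoff: mean of compounds within the control limits plus 3 SD of those, cut at about 17% in these data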;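 note: 0% = plate median of compound wells and 100% = probe without SIAE protein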
Tn6 DDE FP: inhibitors of Tn6 peptide binding to fibrin DD(E), primary screen, biochemical, fluorescence polarization, human fibrin, Tn6 probe; Fibrinogen beta chain (Homo sapiens), P02675; Fibrin DD(E) TRITC-Tn6 fluorescence polarization displacement; inhibition, % at 8.3 µM; actives 0.21% (n = 370,000); AID 720509, 2013;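 active = inhibition above a per-campaign cutoff: mean of compounds within control limits plus 3 SD, cut at about 15% in these data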;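 note: 0% = median of all compound wells on the plate and 100% = blocking peptide control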
Tn7 DDE FP: inhibitors of Tn7 peptide binding to fibrin DD(E), primary screen, biochemical, fluorescence polarization, human fibrin, Tn7 probe | FP displacement of FITC-Tn7 peptide from fibrin DD(E); 0% = median of compound wells per plate | inhibition, % at 8.3 µM | actives 0.13% (n = 370,000);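 active = inhibition above the mean of compounds falling within the control limits plus 3 SD of them, cut at about 14% in these data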;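 note: 0% = plate median of compound wells and 100% = 10 µM Aha-Tn7 peptide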
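Also added: labelled Tn7 tracer, 0.1 µM; Assay system: human fibrin DD(E) protein; Amount: 2 µM fibrin DD(E); Schedule: 10 min compound pre-incubation, 3 h probe incubation at room temperature; Repeats: one replicate per compound; Read-out basis: percent inhibition; Measured by: fluorescence polarization of the labelled Tn7 tracer.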
MBD2 DNA inh: inhibitors of MBD2 binding to methylated DNA, primary screen, biochemical, TR-FRET, DNA-binding domain, human; Methyl-CpG-binding domain protein 2 (Homo sapiens), Q9UBB5; inhibition, % at 4.4 µM; MBD2 binding to methylated oligonucleotide; actives 0.31% (n = 370,000); in the data active = inhibition above about 13%
KLK7 zymogen act: proKLK7 zymogen activators, primary screen, biochemical, fluorescence intensity; Kallikrein-7 (Homo sapiens), P49862; purified proKLK7, EDANS-DABCYL substrate fluorescence; 100% is mature enzyme control, 0% vehicle; activation, % at 7 µM; actives 0.9% (n = 370,000);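 active = activation above the mean of all tested compounds plus 3 SD, computed per campaign excluding outliers beyond control limits, cut at about 13% in these data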
Target sequence (P49862 whole entry, looked up): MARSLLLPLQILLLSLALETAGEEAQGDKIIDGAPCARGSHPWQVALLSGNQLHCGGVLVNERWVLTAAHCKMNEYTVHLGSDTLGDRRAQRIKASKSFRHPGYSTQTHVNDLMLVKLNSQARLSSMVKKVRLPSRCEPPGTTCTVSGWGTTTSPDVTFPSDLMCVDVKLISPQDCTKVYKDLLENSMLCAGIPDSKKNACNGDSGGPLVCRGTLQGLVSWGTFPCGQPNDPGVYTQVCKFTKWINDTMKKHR
Active calls of the source: *. No enrichment for hits (roughly 4.6% active in at least one column).

SMILES	LEDGF integ inh	TCR-CD3 inh	UHRF1 MBD2 ctr	TDP2 absorb	PRMT1 inh	SIAE primary	Tn6 DDE FP	Tn7 DDE FP	MBD2 DNA inh	KLK7 zymogen act
Cc1cccc(NC(=S)N2CCN(C(=O)C3CCCO3)CC2)c1 (stereo unspecified)	3	6	-2	9	-2	3	8	2	-1	-0.3
C#CC(CC)(CC)NC(=S)Nc1ccc(S(N)(=O)=O)cc1	-6	-6	6	-3	2	5	-2	6	-2	0.2
CCC1=NN(C(=O)c2ccc(C)cc2)C(O)(c2ccc(Br)cc2)C1 (stereo unspecified)	-3	14	-3	-3	0	2	-4	4	4	-0.5
O=C(COc1cc(F)ccc1[N+](=O)[O-])Nc1cc(S(=O)(=O)N2CCCC2)ccc1Cl	5	-9	4	-16	-3	-6	1	-2	-1	-0.2
O=C(NCCc1nc(-c2ccccc2)no1)c1ccccc1	3	-5	4	-2	2	-6	-12	1	3	0.7
O=C(c1cc(COc2ccc(-n3cncn3)cc2)on1)N1CCCC1	1	-3	6	-23	-7	2	-15	6	-4	-0.2
COCCOCC(O)CN1CCN(c2ccccc2)CC1 (stereo unspecified)	0	-1	1	-4	1	-1	-3	0	1	0.2
COc1ccccc1CCNC(=O)C1CCC(=O)N(Cc2cccc(F)c2)C1 (stereo unspecified)	-1	6	1	4	2	-1	-6	3	3	0.5
O=S(=O)(Nc1ccccc1N1CCOCC1)c1ccc(F)c(Cl)c1	-6	-13	5	-19	7	-2	-14	5	6	-0.1
CC(C#N)On1c(SC(C)C#N)nc2ccccc2c1=O (stereo unspecified)	-2	-7	2	4	2	-2	-4	7	3	0.5
O=c1c(Cc2ccc(Cl)cc2Cl)c(O)ccn1CC(F)(F)F	3	-3	-2	11	-2	0	-13	1	2	-0.3
COc1ccc(NS(=O)(=O)c2cccc(C(=O)NCc3cccnc3)c2)cc1	3	13	-3	5	1	2	2	-2	-6	0.2
COc1cc(SC)ccc1C(=O)N1CCN(Cc2ccc3c(c2)OCO3)CC1	0	-4	5	-13	1	-5	-3	2	-1	-0.8
O=C(Cc1cccc(NC(=O)C2CCCN(C(=O)CCc3ccccc3)C2)c1)Nc1cccc(C(=O)N2CCCC2)c1 (stereo unspecified)	-2	8	-3	-10	-2	0	2	3	-1	0.6
CCOc1ccc(C(c2c(NC(=O)c3ccccc3)sc(C)c2C)N2CCN(CCO)CC2)cc1 (stereo unspecified)	1	8	0	-5	-1	7	6	-9	-3	0.2
CCOc1ccc2ccccc2c1/C=N/NC(=O)c1c(C)cc(C)[nH]c1=O	-3	-9	-2	-4	4	-1	-4	2	-3	-12
CCCn1c(N2CCN(Cc3cccc(C)c3)CC2)nc2c1c(=O)[nH]c(=O)n2C	-2	2	-2	1	-1	2	3	0	2	0.2
O=C(c1cccc(F)c1)N1CCN(c2ccc([N+](=O)[O-])c(N3CCCCC3)c2)CC1	-2	2	-1	-3	2	-1	-3	-2	-1	0.9
COC(=O)[C@]12C[C@H](CC(=O)N3CCCCC3)C(=O)N(Cc3ccccc3)C1=C[C@H](C(C)C)O[C@@H]2C1CC1	5	1	2	-14	-4	-9	-1	-11	2	-0.7
COc1nc(C)cc(C)c1S(=O)(=O)c1ccccc1	0	-4	1	7	2	3	0	5	5	-1.0
CCC(C)c1ccc(OCC(=O)Nc2ccc3c(c2)C(=O)NC3=O)cc1 (stereo unspecified)	3	4	0	5	-2	3	5	5	-4	-0.3
Cc1ccccc1NC(=O)NC1(C(=O)N2CCC(C(N)=O)CC2)CCCCC1	-1	1	-24	3	-7	13	-3	-3	-2	0.0
CCOC(=O)Cc1c[nH]c2ccc([N+](=O)[O-])cc12	-4	3	-1	11	-4	14	-1	2	0	0.4
c1cc2cc(CNc3nc(NCC4CC4)nc4ccsc34)ccc2o1	-6	-6	-1	-2	5	1	-5	1	-4	0.3
Cc1ccnc(NS(=O)(=O)c2ccc(NC(=O)Cc3c(F)cccc3Cl)cc2)n1	3	10	-2	-4	0	-2	5	-5	3	-0.3
COc1ccccc1NC(=O)Nc1cc(F)ccc1F	-4	1	5	-3	-1	-1	-1	-2	-1	-0.3
COc1ccc(/C(O)=C2/C(=O)C(=O)N(CCCC(=O)O)C2c2ccc(OC)cc2)cc1 (stereo unspecified)	-3	6	-5	9	-1	1	6	3	-2	0.4
O=C(NCCc1cccc(F)c1)[C@@H]1CSC2c3ccccc3C(=O)N21 (stereo partly specified)	1	4	2	-1	5	3	0	-6	-1	-0.3
CCOC(=O)C1(Cc2cccc(F)c2)CCN(C(=O)C2CCCO2)CC1 (stereo unspecified)	-3	-2	5	-8	11	-9	-2	2	7	0.2
O=C(O)C(=Cc1cccc([N+](=O)[O-])c1)c1ccc(Cl)cc1	1	3	0	4	1	1	0	3	-5	0.5
CCN(CC)C(=O)[C@H]1C[C@H](CC(=O)NCc2ccco2)C(=O)N2CCc3c([nH]c4cc(CCC(=O)N(C)C)ccc34)[C@]12C	-2	1	1	-8	2	2	1	-4	5	0.9
c1ccc(C2(CNc3ccccn3)CCCC2)cc1	-2	4	1	0	0	-2	4	2	1	-0.1
COC(=O)[C@H](C(C)C)N(Cc1ccccc1)S(=O)(=O)CCNC1CCCC1	-1	5	0	0	1	1	-4	-5	0	0.3
C[C@H](CO)N1C[C@H](C)[C@@H](CN(C)C(=O)Nc2ccccc2F)OCc2cnnn2CCCC1=O	-3	6	0	-7	0	0	7	7	-4	0.3
COc1cc(/C=C2\S/C(=N/S(=O)(=O)Cc3ccccc3)NC2=O)c([N+](=O)[O-])cc1OC	-3	-8	-6	19	7	0	-3	-2	1	-0.1
Cn1c(=NC(=O)CSCC(=O)N2CCCC2)sc2ccccc21	-2	-2	1	-9	-1	0	2	-5	2	-0.8
CCOC(=O)c1c(C)nn(-c2ncccc2NC(=O)CCC(=O)O)c1C	9	2	0	-2	-3	20*	2	-3	-7	0.2
Cc1ccccc1CSc1nnnn1-c1ccc(C(N)=O)cc1	6	-16	5	-16	-4	3	0	2	4	0.0
CN(/N=C/c1cc(Br)cc(Br)c1O)c1cccc(C(F)(F)F)n1	-1	-8	-2	-1	3	1	-9	2	-6	-3.7
CCCCC1(O)CC(C(F)(F)F)=NN1C(=O)COc1ccccc1 (stereo unspecified)	-1	5	0	7	-1	14	6	-6	1	0.4
CC(C)OC(=O)c1cccc(C(=O)O)n1	-4	-3	0	1	1	5	-1	-5	4	-0.9
O=C(Nc1cc2c(cc1Br)OCCO2)c1ccco1	-1	-2	4	3	2	-1	1	3	7	-0.2
COc1ccc(C(=O)Nc2ccc(F)cc2F)cc1OC	3	6	-2	-10	-3	-6	4	1	3	-0.3
O=C(NCC(c1ccco1)N1CCCC1)c1cn(Cc2ccccc2)nc1-c1ccccc1 (stereo unspecified)	1	0	1	1	-3	-1	5	-2	-3	-0.5
O=C(Cc1sc(Nc2ccccc2)nc1-c1ccccc1)NCc1ccccc1	-1	-3	2	3	5	-29	-3	-5	4	-0.5
CCCCN(c1ccccc1)S(=O)(=O)c1ccc2c(c1)CCN2C(=O)CCC(=O)O	2	-4	-2	4	1	3	-2	2	0	-0.3

Shown with bars between the fields: part of the list above
SMILES | LEDGF integ inh | TCR-CD3 inh | UHRF1 MBD2 ctr | TDP2 absorb | PRMT1 inh | SIAE primary | Tn6 DDE FP | Tn7 DDE FP | MBD2 DNA inh | KLK7 zymogen act
COC(=O)[C@H](C(C)C)N(Cc1ccccc1)S(=O)(=O)CCNC1CCCC1 | -1 | 5 | 0 | 0 | 1 | 1 | -4 | -5 | 0 | 0.3
C[C@H](CO)N1C[C@H](C)[C@@H](CN(C)C(=O)Nc2ccccc2F)OCc2cnnn2CCCC1=O | -3 | 6 | 0 | -7 | 0 | 0 | 7 | 7 | -4 | 0.3
COc1cc(/C=C2\S/C(=N/S(=O)(=O)Cc3ccccc3)NC2=O)c([N+](=O)[O-])cc1OC | -3 | -8 | -6 | 19 | 7 | 0 | -3 | -2 | 1 | -0.1
Cn1c(=NC(=O)CSCC(=O)N2CCCC2)sc2ccccc21 | -2 | -2 | 1 | -9 | -1 | 0 | 2 | -5 | 2 | -0.8
CCOC(=O)c1c(C)nn(-c2ncccc2NC(=O)CCC(=O)O)c1C | 9 | 2 | 0 | -2 | -3 | 20* | 2 | -3 | -7 | 0.2
Cc1ccccc1CSc1nnnn1-c1ccc(C(N)=O)cc1 | 6 | -16 | 5 | -16 | -4 | 3 | 0 | 2 | 4 | 0.0
CN(/N=C/c1cc(Br)cc(Br)c1O)c1cccc(C(F)(F)F)n1 | -1 | -8 | -2 | -1 | 3 | 1 | -9 | 2 | -6 | -3.7
CCCCC1(O)CC(C(F)(F)F)=NN1C(=O)COc1ccccc1 (stereo unspecified) | -1 | 5 | 0 | 7 | -1 | 14 | 6 | -6 | 1 | 0.4
CC(C)OC(=O)c1cccc(C(=O)O)n1 | -4 | -3 | 0 | 1 | 1 | 5 | -1 | -5 | 4 | -0.9
O=C(Nc1cc2c(cc1Br)OCCO2)c1ccco1 | -1 | -2 | 4 | 3 | 2 | -1 | 1 | 3 | 7 | -0.2
COc1ccc(C(=O)Nc2ccc(F)cc2F)cc1OC | 3 | 6 | -2 | -10 | -3 | -6 | 4 | 1 | 3 | -0.3
O=C(NCC(c1ccco1)N1CCCC1)c1cn(Cc2ccccc2)nc1-c1ccccc1 (stereo unspecified) | 1 | 0 | 1 | 1 | -3 | -1 | 5 | -2 | -3 | -0.5
O=C(Cc1sc(Nc2ccccc2)nc1-c1ccccc1)NCc1ccccc1 | -1 | -3 | 2 | 3 | 5 | -29 | -3 | -5 | 4 | -0.5
CCCCN(c1ccccc1)S(=O)(=O)c1ccc2c(c1)CCN2C(=O)CCC(=O)O | 2 | -4 | -2 | 4 | 1 | 3 | -2 | 2 | 0 | -0.3
